# Screening results as filed in PubChem.
# DT40 TDP1 CPT: growth inhibition of DT40 Tdp1-/-;hTDP1 cells with camptothecin (screen for TDP1 inhibitors) | actives 12% (n = 420,000) | chicken DT40 Tdp1-/-;hTDP1 cells + 20 nM CPT, ATP luminescence, 48 h | Potency, µM (series often up to 46.2 µM), inactives show at the top dose activity change, negative = growth inhibition, hits mostly inhibitors; note: nearly all actives have a fitted effect of over 55% in size
#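 Cell growth measured by CellTiter-Glo luminescence after a minimum 48 h, 37 C compound exposure with 20 nM CPT in Tdp1-knockout DT40 cells stably expressing hTDP1, seeded 400/well; qHTS titration format.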
# KAT2A inh: blocks human GCN5L2 histone acetyltransferase; Potency, µM (highest dose often 58.9 µM), for inactives: at the highest dose activity change, negative = inhibition, usual class: inhibitors; actives 0.21% (n = 390,000); AID 504327; GCN5L2 HAT assay, ThioGlo1 CoA-SH fluorescence
# Target sequence (Q92830 whole entry, looked up): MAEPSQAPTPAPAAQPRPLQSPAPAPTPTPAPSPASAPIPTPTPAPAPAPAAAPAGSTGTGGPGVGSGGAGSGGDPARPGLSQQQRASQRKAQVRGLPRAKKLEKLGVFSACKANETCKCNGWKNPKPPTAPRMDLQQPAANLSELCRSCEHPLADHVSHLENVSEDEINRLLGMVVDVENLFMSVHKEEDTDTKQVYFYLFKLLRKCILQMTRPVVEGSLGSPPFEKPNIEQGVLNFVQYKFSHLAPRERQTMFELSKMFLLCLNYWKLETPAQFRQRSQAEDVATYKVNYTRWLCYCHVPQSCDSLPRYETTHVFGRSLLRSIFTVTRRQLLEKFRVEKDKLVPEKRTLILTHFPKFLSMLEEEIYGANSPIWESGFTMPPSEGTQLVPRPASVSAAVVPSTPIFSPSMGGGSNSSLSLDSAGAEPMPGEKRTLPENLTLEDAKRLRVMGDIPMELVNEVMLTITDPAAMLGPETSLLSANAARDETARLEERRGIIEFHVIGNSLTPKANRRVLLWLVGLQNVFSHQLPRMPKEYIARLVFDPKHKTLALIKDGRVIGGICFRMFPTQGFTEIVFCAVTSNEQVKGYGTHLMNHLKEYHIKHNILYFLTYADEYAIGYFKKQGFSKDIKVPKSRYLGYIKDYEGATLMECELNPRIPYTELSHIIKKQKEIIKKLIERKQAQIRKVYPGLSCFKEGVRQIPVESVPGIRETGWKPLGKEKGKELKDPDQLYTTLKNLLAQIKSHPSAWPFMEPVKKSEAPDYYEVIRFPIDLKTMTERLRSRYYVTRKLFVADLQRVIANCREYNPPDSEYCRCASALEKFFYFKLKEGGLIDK
#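 qHTS, 1536-well. 20nM enzyme, pH 7.5 HEPES/EDTA/Tween-20 buffer; 15 min compound preinc., RT. Start: 75uM H3(1-25), 70uM AcCoA, 50uM ThioGlo1. Read Ex340/Em540 at t=0 (autofluorescence flag) and t=20 min.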
# DT40 TDP1 no CPT: qHTS for Inhibitors of human tyrosyl-DNA phosphodiesterase 1 (TDP1): qHTS in cells in absence of CPT; Potency, µM (top dose mostly 46.2 µM), without a hit: at the top dose activity change, negative = growth inhibition, hits mostly inhibitors; DT40 Tdp1-/- hTDP1 cells, no CPT, ATP luminescence, 48 h; actives 15% (n = 420,000); AID 686978, 2013; note: nearly all actives have a fitted effect of over 55% in size
#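 Chicken DT40 Tdp1-/- cells stably complemented with human TDP1 were seeded at 400 cells/well with DMSO in place of 20 nM camptothecin. After compound pinning, cells grew at least 48 hr at 37 °C; viability read by CellTiter-Glo luminescence.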
# The depositor's hits bear a star; ? = inconclusive; / = no result given; & = joins results of further samples; [ ] = dose if it differs, or a comment. Calls come from the whole dose curve; as a rule, active = well fitted curve in the direction sought with a large enough effect; inconclusive = small, poorly fitted or top-dose-only effect, or another doubt; inactive = no such curve, though single readings can be large; an effect the other way counts as inactive or inconclusive. % is set by controls: 0 for no effect and ±100 for the full control effect; potency is the fitted concentration of half-maximal effect.
SMILES,DT40 TDP1 CPT,KAT2A inh,DT40 TDP1 no CPT
C(=C\c1ccccc1)/CN1CCN(C(c2cc3ccccc3o2)c2nnnn2C2CCCCC2)CC1 (stereo unspecified),18µM*,/,?
Cc1nc(-c2ccc(S(=O)(=O)NCc3ccc(F)cc3)cc2)co1,-23%,-3%,-22%
CC1=C(C(=O)N(C(C)C)C(C)C)CC(CC(=O)NCc2cccs2)C(=O)N1Cc1ccccc1 (stereo unspecified),?,/,?
C/C(=N\NC(=S)Nc1cccc(C)c1)c1ccccc1,2.8µM*,-8%,1.1µM*
CCCCC(=O)N/N=C(\C)CC(=O)Nc1cc(Cl)ccc1OC,-10%,?,5%
O=C(Cc1ccc(-n2cccc2)cc1)N1CCc2ccccc21,-12%,-13%[0.501 µM],-20%
CN(c1ccc(C(=O)NCCSC(C)(C)C)cc1)S(C)(=O)=O,0%,1%,?
CCNc1ncc2nc(-c3ccc(Cl)cc3)c(=O)n(-c3ccccc3)c2n1,-4%,?,-7%
COc1ccc(OC)c(NC(=O)N(C)CCc2c(C)nn(C)c2C)c1,-2%,-3%,?
COc1ccc(CNC(=O)Nc2nc(C(N)Cc3ccc(C(F)(F)F)cc3)cs2)cc1 (stereo unspecified),?,/,21µM*
COc1ccc(CNC(=O)c2cc(S(=O)(=O)N3CCCC3)cn2C)cc1,-6%,5%,?
CCN1CC2([N+](=O)[O-])CC=C(OC)C([N+](=O)[O-])(C1)C2 (stereo unspecified),25%,-11%,-9%
CCC(C)NC(=O)CCc1c(C)nc2c(c(C)nn2-c2ccc(C)cc2)c1C (stereo unspecified),15µM*,-6%,7.3µM*
COc1cccc(-c2nc(CCl)cs2)c1,21µM*,-2%,?
Cc1cc2c3c(c1)C(C)(c1ccccc1)CC(C)(C)N3C(=O)C21C(C#N)=C(N)OC2=C1C(=O)CC(C)(C)C2 (stereo unspecified),21µM*,-18%,23µM*
COc1ccc(OC)c(NC(=O)C2(C)CCN2Cc2ccccc2OC(F)F)c1 (stereo unspecified),?,/,16µM*
COC(=O)C1=C(C)NC(=O)/C1=C/c1ccc(CNS(=O)(=O)c2ccc(C)cc2)o1,-11%,-3%,-17%
O=C(NCc1ccccc1)c1ccc(-c2ccccc2F)o1,-19%,-2%,-5%
CCn1cc(/C=C(\NC(=O)c2ccc(OC)c(OC)c2)C(=O)NCCN2CCOCC2)c2ccccc21,?,-6%,-1%
CN(C)c1ccc(NC(=O)c2cnsn2)cc1,-5%,-4%,-30%
COc1cccc(C(=O)OCC(=O)Nc2ccccc2N2CCOCC2)c1,-14%,-1%,-19%
O=C(Nc1ccc(N2CCOCC2)nc1)c1c(F)cccc1F,15%,-3%,-9%
Cc1cc(Cl)c(S(=O)(=O)Nc2cc(S(=O)(=O)N3CCOCC3)ccc2F)cc1OCC(N)=O,2%,-2%,6%
Cc1ccc(C(=O)N2CCCC2)c(F)c1F,?,1%,?
O=C(NNC(=S)NC(=O)c1ccco1)c1ccc(F)cc1,?,-3%,?

# (next part)
SMILES,DT40 TDP1 CPT,KAT2A inh,DT40 TDP1 no CPT
O=c1c2sccc2nc(SCc2cc(=O)n3cc(Br)ccc3n2)n1Cc1ccccn1,21µM*,-13%,21µM*
O=C1NC(Cc2c[nH]c3ccccc23)C(=O)N1c1ccc(F)cc1 (stereo unspecified),-15%,-5%,-3%
COc1nc(C)nc2c1sc(=S)n2C,-12%,-2%,-1%
COc1cccc(Nc2ncnc3nc[nH]c23)c1,-27%,-15%,?
CN(C)c1ccc(CNC(=O)CCCn2ccc3cc(S(=O)(=O)N4CCCC4)ccc32)cc1,?,-18%,18µM*
CSc1ccccc1NC(=O)Cn1nc([N+](=O)[O-])cc1C,-1%,2%,3%
CCc1ccc(NC(=O)Nc2ccc3c(c2)CCC3)cc1,-8%,-3%,-1%
COC(=O)c1ccc(CSc2ncn[nH]2)o1,0%,-3%,-23%
Nc1nc2ncccn2c1-c1ccc(F)cc1,1%,/,-20%
Cc1ccc2nc(NC(=O)c3ccccc3F)sc2c1,3%,2%,?
Fc1cccc(-c2cc3nc4c(c(N5CCC6(CC5)OCCO6)n3n2)CCCC4)c1,21µM*,-3%,23µM*
CN=C1C=CC(=C(c2ccc(N(C)C)cc2)c2ccc(N(C)C)cc2)C=C1,0.21µM*,-23%,0.21µM*
O=C(CSc1nc(=O)n2ccccc2n1)OCc1ccccc1,1%,0%,13%
CC(=O)Nc1cccc(NC(=O)c2ccc3c(c2)CCN3S(C)(=O)=O)c1,?,-7%,?
CN(C)S(=O)(=O)c1ccc(Nc2nc(C3CC3)nc3c2nnn3Cc2ccccc2Cl)cc1,9.2µM*,-9%,8.2µM*
CCOC(=O)C1(Cc2cccc(OC)c2)CCCN(Cc2cc(OC)c(O)c(OC)c2)C1 (stereo unspecified),?,-2%,-5%
COc1ccc(CNC(=O)C2CCN(c3nc4ccccc4[nH]3)CC2)cc1OC,-16%,-4%,-26%
COC(=O)c1ccc(NC(=O)C(=O)N2CCN(C(=S)Nc3ccccc3OC)CC2)cc1,-15%,1%,-15%
Cc1ccc(CNC(=O)Cn2c(=O)ccc3cc(S(=O)(=O)N4CCCC4)ccc32)cc1,-23%,3%,?
CC1CCN(c2c(NCC3CCC(C(=O)NCCc4ccccc4)CC3)c(=O)c2=O)CC1 (stereo unspecified),-30%,2%,?
COc1cc(Cl)c(C)cc1NC(=O)Cn1cc(S(=O)(=O)N2CCC(C)CC2)c2ccccc2c1=O,-16%,-5%,-20%
CN1C(=S)SC(/[N+]([O-])=C\c2cccs2)C1(C)C (stereo unspecified),-4%,4%,-3%
CCn1c(CN2CCN(c3cccc(C)c3C)CC2)n[nH]c1=S,?,-8%,?
COc1cc(C)ccc1OCCSc1nc(-c2cccc(C)c2)nc2cc(=O)[nH]n12,16µM*,-7%,21µM*
Cc1nc2sc(C(=O)Nc3ccccc3)c(N)c2c(C)c1[N+](=O)[O-],?,-1%,?

# Next section:
SMILES,DT40 TDP1 CPT,KAT2A inh,DT40 TDP1 no CPT
COc1cccc(OC)c1NC(=O)c1ccc(-c2cc(Cl)ccc2Cl)o1,?,/,?
Cc1cc(=O)oc2cc(OCC(O)CN3CCN(c4ccccc4)CC3)ccc12 (stereo unspecified),-14%,2%,-16%
COc1ccc(CCNc2ncnc3sccc23)cc1OC,0.16µM*,-7%,0.29µM*
OCCN1CCN(CC(O)COc2ccc3c(c2)OCO3)CC1 (stereo unspecified),-4%,0%,-13%
Cc1ccsc1C(=O)OCC(=O)N(C)c1c(N)n(Cc2ccccc2)c(=O)[nH]c1=O,-8%,-7%,-41%
Cc1cccc(NC(=S)N(C)Cc2cn(C)c3ccccc23)c1,26µM*,-2%,16µM*
COc1cccc(CNC(=O)C2CC(=O)N(C3CCCCCCC3)C2)c1 (stereo unspecified),-25%,-9%,3%
COc1cc(OC)c(/C=C/c2ccccn2)c(OC)c1,3.2µM*,/,2.8µM*
c1ccc(Oc2cc(-c3ccccc3)ncn2)cc1,-10%,-12%,-27%
Cc1ccc(S(=O)(=O)NCCS(=O)(=O)N2CCN(c3ccc(F)cc3)CC2)cc1,?,0%,12µM*
CC(=NCc1ccccc1)c1ccc(O)cc1O,-1%,/,?
N#CCSc1nnc(-c2ccccc2)c(-c2ccccc2)n1,-21%,6%,?
COCCNC(=O)/C(C#N)=C/C(C)=C/c1ccccc1,-22%,-1%,-21%
Cc1cc(C)cc(N2C(=O)C3CCCN3C2=S)c1 (stereo unspecified),-2%,-9%,-3%
O=S(=O)(c1ccccc1)N1CCC[C@@]2(CCN(c3ccncc3)C2)C1,?,5%,18µM*
COc1cc(SC)ccc1C(=O)N(Cc1ccccc1)c1ccccc1,-30%,-28%,?
CCc1ccc(NS(=O)(=O)c2cccc3nsnc23)cc1,-25%,19%,?
Cc1ccc(S(=O)(=O)N2CCN(Cc3cc(=O)n4nc(-c5ccccc5Cl)sc4n3)CC2)cc1,-2%,-21%,-17%
CCCCc1c(C)c2ccc(OCC(C)=O)cc2oc1=O,-7%,-1%,?
COC(=O)c1cncc(O)c1,-22%,-11%,-3%
COCCNC(=O)c1nn2c(C(F)(F)F)cc(-c3ccccc3)nc2c1Br,3%,/,-18%
COC(=O)/C(=C/Nc1cccc2ccccc12)[N+](=O)[O-],14%,?,-3%
CCOC12NC(=O)CC(=O)N1C(c1ccccc1)=CS2 (stereo unspecified),-19%,-4%,-6%
O=C(c1ccc(NS(=O)(=O)c2ccc3[nH]c(=O)[nH]c3c2)cc1)N1CCN(c2ccccc2O)CC1,-2%,0%,-9%
O=C(Nc1ccccn1)C1(c2ccccc2)CCCC1,?,2%,?

# The listing continues.
SMILES,DT40 TDP1 CPT,KAT2A inh,DT40 TDP1 no CPT
Cc1ccc(S(=O)(=O)N2CCN(Cc3ccsc3)CC2)cc1,1%,-1%,-20%
CCN(C(=O)CSc1nc2ccccc2n1CC(=O)N(C)C1CCCCC1)c1ccccc1,?,11%,?
COc1ccc(N=Nc2cc(-c3ccccc3)ccc2O)cc1,-2%,1%,-15%
COc1cc(/C=N/NC(=O)c2cccnc2)ccc1OCC(=O)Nc1ccccc1Cl,-18%,-3%,-25%
C=CCn1c(SCC(=O)c2[nH]c(C)c(C(=O)OCC)c2C)nc2scc(-c3ccc(OC)c(OC)c3)c2c1=O,15µM*,-2%,13µM*
CCOC(=O)c1ccc(N(CCC2CO2)S(=O)(=O)c2ccc(C)cc2)cc1 (stereo unspecified),?,/,?
COc1cc(OC)c(C(=O)OC(C)C(=O)Nc2cccc(C(F)(F)F)c2)cc1OC (stereo unspecified),23µM*,1%,?
COCCn1c(SCC(=O)c2c[nH]c3ccccc23)nc2cc(C(=O)NC(C)C)ccc2c1=O,?,-2%,?
COc1cccc(N2CC(NC(=O)c3ccc(S(=O)(=O)N4CCCCC4)cc3)CC2=O)c1 (stereo unspecified),?,-7%,?
C/C(=N\NS(=O)(=O)c1ccc(Br)cc1)c1ccc2c(c1)OCO2,2%,-16%,0%
CCn1c(=O)c(C(=O)CN2CCN(S(=O)(=O)c3ccc(C)cc3C)CC2)c(N)n(Cc2ccccc2)c1=O,?,-6%,?
CN1C(=O)/C(=C/c2ccc(OCc3ccc(F)cc3)cc2)N(C)C1=S,-28%,-1%,-30%
CCOc1ccc(C(C)NC(=O)c2cccs2)cc1OCC (stereo unspecified),-21%,/,?
Cc1cc(S(=O)(=O)n2ccnc2)c(Cl)cc1Cl,?,-4%,-7%
CC(C)Oc1ccc(S(=O)(=O)N2CCOCC2)cc1NC(=O)c1ccc(N2CCCC2=O)cc1,-19%,-3%,-27%
CC1=C(/C=C/C(C)=C/C=C/C(C)=C/C(=O)O)C(C)(C)CCC1O (stereo unspecified),26µM*,-3%,21µM*
COc1cccc(CN2CCN(Cc3ccc4c(NC(C)=O)cccc4n3)CC2CCO)c1 (stereo unspecified),-4%,-3%,-18%
CCc1ccc(NC(=O)c2cnccn2)cc1,-23%,-9%,-14%
CC12CCC(C(=O)Nc3cc(Cl)ccc3Cl)(C(Br)C1=O)C2(C)C (stereo unspecified),0%,-5%,?
CCOc1ccc(CNC(=O)Cn2c(=O)c3cccn3c3ccccc32)cc1,?,-4%&-14%,13%&-29%
COC(=O)c1cccc(NC(=S)Nc2ccccc2Cl)c1,0%,1%,-1%
COc1cccc(-c2coc3cc4oc(=O)c(CCC(=O)O)c(C)c4cc23)c1,4%,3%,-24%

# Structural class: the compounds so far containing a Cl atom (12)
SMILES,DT40 TDP1 CPT,KAT2A inh,DT40 TDP1 no CPT
CCCCC(=O)N/N=C(\C)CC(=O)Nc1cc(Cl)ccc1OC,-10%,?,5%
CCNc1ncc2nc(-c3ccc(Cl)cc3)c(=O)n(-c3ccccc3)c2n1,-4%,?,-7%
COc1cccc(-c2nc(CCl)cs2)c1,21µM*,-2%,?
Cc1cc(Cl)c(S(=O)(=O)Nc2cc(S(=O)(=O)N3CCOCC3)ccc2F)cc1OCC(N)=O,2%,-2%,6%
CN(C)S(=O)(=O)c1ccc(Nc2nc(C3CC3)nc3c2nnn3Cc2ccccc2Cl)cc1,9.2µM*,-9%,8.2µM*
COc1cc(Cl)c(C)cc1NC(=O)Cn1cc(S(=O)(=O)N2CCC(C)CC2)c2ccccc2c1=O,-16%,-5%,-20%
COc1cccc(OC)c1NC(=O)c1ccc(-c2cc(Cl)ccc2Cl)o1,?,/,?
Cc1ccc(S(=O)(=O)N2CCN(Cc3cc(=O)n4nc(-c5ccccc5Cl)sc4n3)CC2)cc1,-2%,-21%,-17%
COc1cc(/C=N/NC(=O)c2cccnc2)ccc1OCC(=O)Nc1ccccc1Cl,-18%,-3%,-25%
Cc1cc(S(=O)(=O)n2ccnc2)c(Cl)cc1Cl,?,-4%,-7%
CC12CCC(C(=O)Nc3cc(Cl)ccc3Cl)(C(Br)C1=O)C2(C)C (stereo unspecified),0%,-5%,?
COC(=O)c1cccc(NC(=S)Nc2ccccc2Cl)c1,0%,1%,-1%
